High-throughput results from PubChem.
MrgX1 antagonist: blocks BAM8-22 activation of human MrgX1 receptor; B-score at 10 µM; MRGX1-HEK293 calcium flux, Fluo-4, BAM8-22 antagonism; active compounds read low; 310,000 compounds, 1.3% hits; Q96LB2; AID 588676;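 active = calcium-response B-score plate-corrected more than 3 library SD below zero, starting fluorescence within 5 deviations, no agonist response on first addition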;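 note: peak minus trough fluorescence over baseline after final BAM8-22 challenge near maximal dose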
Target sequence (Q96LB2 whole entry, looked up): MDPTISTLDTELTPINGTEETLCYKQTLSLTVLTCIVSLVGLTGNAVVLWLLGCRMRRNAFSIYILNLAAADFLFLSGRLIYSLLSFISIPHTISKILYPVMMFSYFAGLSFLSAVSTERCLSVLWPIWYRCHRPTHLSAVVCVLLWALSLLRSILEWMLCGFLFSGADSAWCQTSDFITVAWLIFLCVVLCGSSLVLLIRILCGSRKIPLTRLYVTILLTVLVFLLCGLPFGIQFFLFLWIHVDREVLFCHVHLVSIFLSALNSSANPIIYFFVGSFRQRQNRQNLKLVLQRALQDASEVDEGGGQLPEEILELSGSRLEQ
TRPC4 block: TRPC4 (mouse) channel inhibition. Q9QUQ5. HEK293 TRPC4beta/mu-opioid, DAMGO-evoked Fluo4 calcium flux; active compounds read low. B-score at 10 µM. 300,000 compounds, 0.39% hits. AID 2247;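 active = B-score over 3 SD under the library average, no early fluorescence shift, positive overall ratio signal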
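Assay system: TRPC4beta/mu-opioid receptor HEK293 cell line; compound dosing: single concentration per test compound; detection: Fluo4 Ca2+ flux fluorescence; evaluation: per-well B score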
TRPC6 activator: activates the mouse TRPC6 cation channel; HEK293-TRPC6 membrane potential dye fluorescence; active compounds read high; B-score at 10 µM; 310,000 compounds, 0.13% hits; AID 2550;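 active = B-score of the integrated fluorescence ratio above library mean plus 3 SD, and starting fluorescence ratio within library mean plus 5 SD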;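 note: higher score means more depolarization so channel activation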
TRPC4 agonist: TRPC4 (mouse) channel activation | Q9QUQ5 | HEK293 TRPC4beta/mu-opioid, Fluo4 calcium fluorescence; active compounds read high | B-score at 10 µM | 310,000 compounds, 0.49% hits | AID 2237;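 active = B-score above 5 SD of library B-scores, and initial fluorescence ratio not above library mean plus 5 SD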;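 note: positive B-score marks a calcium rise read as TRPC4 activation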
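Incubation: 45 min room-temperature Fluo4 loading, 110 s read / System: HEK293 cells stably co-expressing mouse TRPC4beta and mu-opioid receptor / Signal: Fluo4 fluorescence, kinetic / Control set: buffer (low) and maximal DAMGO (high) / Measure: integrated baseline-normalised fluorescence ratio, converted to per-well B score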
PolyA inhibitor: blocks polyadenylation in yeast reporter cells | S. cerevisiae SKY197-pL101 polyadenylation reporter, beta-gal luminescence; efflux-impaired pdr1/pdr3 knockout yeast; score 100 = 6 SD above DMSO | 300,000 compounds, 0.02% hits | calls only at 12 µM;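 active = lowest replicate activity score at least 50, where 100 means six control SD above control mean; inconclusive = lowest score under 50 but half or more replicates reach 50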;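 note: yeast exposed to compound for 9 h at 30 °C; higher score means more reporter readthrough which indicates perturbed polyadenylation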
TRPC4 PAM: allosterically enhances the mouse TRPC4 cation channel; Q9QUQ5; HEK293 TRPC4beta/mu-opioid, DAMGO EC20, Fluo-4 Ca2+ flux; active compounds read high; B-score at 10 µM; 310,000 compounds, 0.42% hits; AID 2227;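 active = B-score of calcium response area above 5 SD of library B-scores, with initial fluorescence ratio within 5 SD of library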;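 note: B-score of integrated fluorescence ratio over time as area under calcium response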
AI-2 QS modul: modulates the Vibrio harveyi AI-2 quorum sensing system | Vibrio harveyi JMH597 AI-2 luminescence/OD600 ratio, 9 h; active compounds read low; strain lacks LuxN and CqsS sensors; 0 = neutral-control median | activity change, % at 7.5 µM | 300,000 compounds, 0.4% hits; in the data active = activity change below about -75%, passing the limit was not always enough; inconclusive = no clear call, values can overlap the other calls;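 note: luminescence divided by OD600 gain over 9 h not by final OD600 alone; inactives centre near 13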
HIF act: HIF pathway transcriptional activation | 300,000 compounds, 0.32% hits | U2OS HRE-luciferase reporter, luminescence; normalized: DMSO 0%, desferrioxamine 100% | AID 1910 | activation, % at 7.5 µM (by protocol);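 active = mean activation of at least 10% of the iron chelator positive control signal, with at least half of replicates also reaching 10%; inconclusive = mean and replicate majority disagree about reaching 10%; inactive = mean and most replicates under 10%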
MrgX1 PAM: allosterically activates human MrgX1 receptor signaling | MrgX1-HEK293, Fluo-4 calcium flux, FDSS; active compounds read high | B-score at 10 µM | 310,000 compounds, 0.63% hits | Q96LB2;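 active = plate-corrected calcium response at least 3 library SD above typical, normal starting fluorescence, not activating the receptor alone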;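 note: compound read alongside a low EC10 to EC30 dose of BAM8-22 agonist; peak minus trough fluorescence over baseline measured at the second addition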
MrgX1 ag: agonists of human MrgX1 receptor; Q96LB2; MrgX1-HEK293 cells, Fluo-4 calcium fluorescence, agonist mode; active compounds read high; B-score at 10 µM; 310,000 compounds, 0.44% hits; AID 588627;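 active = calcium response B-score plate-corrected fluorescence ratio at least 3 library SD, with starting fluorescence B-score inside 5 SD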
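Assay system: stable human MrgX1 HEK293 cell line. Quantity: 15,000 cells per well. Schedule: cells plated overnight, dye loaded 0.5 h 37 °C, 0.5 h room temperature. Detection: Fluo-4 NW calcium-flux fluorescence, kinetic read. Read-out basis: peak-minus-minimum fluorescence over baseline, converted to B scores. Control set: positive and negative control wells on each plate.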
TRPC6 inh: mouse TRPC6 channel inhibition. HEK293-TRPC6, membrane potential dye, ACh-evoked depolarization; active compounds read low. B-score at 10 µM. 310,000 compounds, 1.1% hits. AID 2553;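 active = B-score under library mean minus 3 SD, initial fluorescence not abnormally high, positive integrated signal ratio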;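 note: B-score derived from integrated fluorescence ratio over the kinetic read; more negative B-score means stronger inhibition of depolarization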
* marks the source's active call; other numbers are inactive results; i = inactive; ? = inconclusive; . = no result given.

Below each compound – MrgX1 antagonist, TRPC4 block, TRPC6 activator, TRPC4 agonist, PolyA inhibitor, TRPC4 PAM, AI-2 QS modul, HIF act, MrgX1 PAM, MrgX1 ag, TRPC6 inh
- Cn1c(=O)c2c(ncn2CC(=O)N/N=C/C=C/c2ccccc2)n(C)c1=O
  i, i, i, i, i, i, 15, -0.4, i, i, i
- O=C(CCn1c(=S)[nH]c2cc3c(cc2c1=O)OCO3)NCc1ccc(Cl)cc1
  i, i, i, i, i, i, 3, 0.0, i, i, i
- C=C(C)C(=O)Nc1cccc(C2=NOC3(C2)C[C@@H](C(N)=O)N(C(=O)/C=C/CC)C3)c1 (stereo not given in full)
  i, i, i, i, i, i, 11, 0.6, i, i, i
- O=C1CCC(=O)N1c1ccc(NCCc2cccc(F)c2)c([N+](=O)[O-])c1
  i, i, i, i, i, i, 7, -0.2, i, i, i
- CC1=NC(C)Cc2ccccc21 (stereo not given)
  i, i, i, i, i, i, -1, -0.2, i, i, i
- COC(=O)c1sccc1NC(=S)Nc1cccc(F)c1
  i, i, i, i, i, i, 23, 0.3, i, i, i
- COc1ccc(-c2nnc(SCC#CCO)o2)cc1OC
  i, i, i, i, i, i, 9, -1.3, i, i, i
- COc1ccc(CNC(=S)NC2CCCCC2)cc1
  i, i, i, i, i, i, -67, -0.5, i, i, i
- COCCn1nnnc1C(c1ccc(O)c(OC)c1)N1CCc2ccccc2C1 (stereo not given)
  i, i, i, i, i, i, 34, -0.5, i, i, i
- CC1(c2nnc(-c3ccccc3)o2)CC(c2ccncc2)=NO1 (stereo not given)
  i, i, i, i, i, i, 5, -0.4, i, i, i
- CN1CCN(c2nc3ccccc3nc2C(C#N)S(=O)(=O)c2ccccc2)CC1 (stereo not given)
  i, i, i, i, i, i, 14, 2.6, i, i, i
- O=C(CNC(=O)c1ccc([N+](=O)[O-])cc1)c1ccccc1
  i, i, i, i, i, i, ., 2.0, i, i, i
- COCCC(=O)N1CCC(Oc2ccc(C(=O)NCCC3=CCCCC3)cc2)CC1
  i, i, i, i, i, i, 19, -0.3, i, i, i
- CCCCNC(=O)c1sc(=S)n2c1[nH]c(=O)c1ccccc12
  i, i, i, 46*, i, i, 14, 0.6, i, 63*, i
- CC(C)[C@H](NS(=O)(=O)c1ccccc1)C(=O)OCC(=O)N1N=C(c2ccc(Cl)cc2)CC1c1ccco1 (stereo not given in full)
  i, i, i, i, i, i, 14, -0.3, i, i, i
- O=C(Cn1cnc2ccccc2c1=O)NNC(=O)c1ccccc1
  i, i, i, i, i, i, 13, -0.6, i, i, i
- COCC(C)n1c(SCC(=O)N2CCc3ccccc3C2)nc2ccccc2c1=O (stereo not given)
  i, i, i, i, i, i, 32, -0.6, i, i, i
- CCOc1ccc(N(CC)S(=O)(=O)c2ccc3c(c2)oc(=O)n3C)cc1
  i, i, i, i, i, i, 20, -0.1, i, i, i
- COc1cccc(-c2nc(CS(=O)(=O)CC(=O)NCCCN3CC(C)CC(C)C3)c(C)o2)c1 (stereo not given)
  i, i, i, 65*, i, i, 3, -0.4, i, i, i
- CCC(C)NC(=O)C1CCC(CNS(=O)(=O)c2ccccc2)CC1 (stereo not given)
  i, i, i, i, i, i, -1, 0.6, i, i, i
- COc1cc(C(=O)COC(=O)Cc2cnc3sccn23)cc(OC)c1OC
  i, i, i, i, i, i, 16, -0.2, i, i, i
- Cc1ccc(CNC(=O)c2ccc(CNc3c(N4CCCC4)c(=O)c3=O)cc2)cc1
  i, i, i, i, i, i, 15, -0.1, i, i, i
- C=CCC1NCCc2c(Br)cccc21 (stereo not given)
  i, i, i, i, i, i, 17, 0.2, i, i, i
- Cc1nn(-c2nc(-c3ccco3)cc(C(F)(F)F)n2)c(C)c1Br
  i, i, i, i, i, i, 25, -0.1, i, i, i
- CCN(C(=O)COc1cc(=O)n(CC)c2ccccc12)c1cccc(Cl)c1
  i, i, i, i, i, i, -7, -0.4, i, i, i
- Cc1cc(C)n(-c2ccc(Oc3ccccc3)c(S(=O)(=O)O)c2)n1
  i, i, i, i, i, i, 19, -0.2, i, i, i
- Cc1c(Cl)cccc1NC(=O)Nc1c(C)n(C)n(-c2ccccc2)c1=O
  i, i, i, i, i, i, 43, -0.1, i, i, i
- CC(=O)NCCC(=O)Nc1nc2ccc(Oc3ccccc3)cc2s1
  i, i, i, i, i, i, 27, 1.9, i, i, i
- COc1ccc(NC(=O)COC(=O)Cc2c(F)cccc2Cl)cc1
  i, i, i, i, i, i, 9, -0.1, i, i, i
- C=CCN1C(=O)C(Cc2ccc(F)cc2)S/C1=N/N=C/c1cccs1 (stereo not given)
  i, i, i, i, i, i, -3, -0.3, i, i, i
- COc1ccc(OC)c(S(=O)(=O)Nc2ccccc2F)c1
  i, i, i, i, i, i, 9, ., i, i, i
- c1csc(-c2nnc(Cc3cccc4ccccc34)o2)c1
  i, i, i, i, i, i, 28, 0.0, i, i, i
- CCCCn1c(N)c(N(CC)C(=O)c2cc(OC)cc(OC)c2)c(=O)[nH]c1=O
  i, i, i, i, i, i, -2, ?, i, i, i
- Cc1ccc(-n2ncc3c(=O)n(CC(N)=O)cnc32)cc1
  i, i, i, i, i, i, 9, -1.7, i, i, i
- Fc1ccc(-[n+]2nc(Nc3ccccc3)sc2-c2c(Cl)cccc2Cl)cc1
  i, i, i, 55*, i, i, 63, -0.2, i, i, i
- Cc1ccc2cc(C#N)c(SCC(=O)NCc3ccco3)nc2c1
  i, i, i, i, i, i, 29, 2.1, i, i, i
- COC(=O)C1CCN(C(=O)CSc2nnc(-c3ccccc3)o2)CC1
  i, i, i, i, i, i, -56, -0.5, i, i, i
- Cc1c(C(=O)NCC2COc3ccccc3O2)oc2ccc(S(=O)(=O)N3CCOCC3)cc12 (stereo not given)
  i, i, i, i, i, i, 39, -1.0, i, i, i
- O=C(CN1CCN(Cc2ccccc2Cl)CC1)N/N=C/c1cccs1
  i, i, i, i, i, i, 19, -0.9, i, i, i
- Cc1cccc(Cn2nc(C)cc2NC(=O)CCCn2ccc([N+](=O)[O-])n2)c1
  i, i, i, i, i, i, 8, -0.5, i, i, i
- CCCCNC(=O)c1ccc2c(c1)C(=O)N(Cc1ccncc1)C2=O
  i, i, i, i, i, i, 19, 0.4, i, i, i
- CCn1ccnc1CNCc1cn(-c2cc(C)ccc2C)nc1-c1ccccc1
  i, i, i, i, i, i, 24, -0.5, i, i, i
- CN(C)S(=O)(=O)c1ccc(Cl)c(NC(=O)COC(=O)/C=C/c2ccc(S(=O)(=O)N3CCOCC3)cc2)c1
  i, i, i, i, i, i, 18, -0.2, i, i, i
- COC(=O)N/N=C1\CCCc2c(C)cc(C)cc21
  i, i, i, i, i, i, 12, -0.7, i, i, i
- COC(=O)c1cc(S(=O)(=O)Nc2cc(OC)cc(OC)c2)cn1C
  i, i, i, i, i, i, 8, -0.1, i, i, i
- COc1cccc(/C=N/Nc2nc(Nc3ccccc3)nc(-n3nc(C)cc3C)n2)c1O
  i, i, i, i, i, i, -13, 1.8, i, i, i
- COC(=O)c1cc(-c2ccc(OC)cc2)n[nH]1
  i, i, i, i, i, i, 22, 2.1, i, i, i
- CC(C)(C)c1ccc(OCC(=O)O)cc1
  i, i, i, i, i, i, 26, -0.3, i, i, i
- Cc1ccc2nc(N3CCN(c4ccccc4)CC3)c(C=O)c(=O)n2c1
  i, i, i, i, i, i, 9, 0.5, i, i, i
- COc1ccc(CCNC(=O)C2CC(=O)N(C3CCCC3)C2)cc1OC (stereo not given)
  i, i, i, i, i, i, 13, 0.2, i, i, i
- CC(=O)N1CCOc2ccc(S(=O)(=O)NCCc3ccccc3)cc21
  i, i, i, i, i, i, 17, 0.0, i, i, i
- Cc1[nH]c2ccccc2c(=O)c1C(=O)/C=C/c1ccccc1
  i, i, i, i, i, i, 14, 1.5, i, i, i
- CN(C)C(CNC(=O)c1ccc2ccccc2c1)c1ccco1 (stereo not given)
  i, i, i, 68*, i, i, 12, 2.4, i, i, i
- Cc1csc(NC(=O)C2CCCN(S(=O)(=O)c3ccc4c(c3)oc(=O)n4C)C2)n1 (stereo not given)
  i, i, i, i, i, i, 16, -0.3, i, i, i
- COc1cccc(N=Nc2c(=O)[nH]n3c(=O)c4c([nH]c23)CCC4)c1
  i, i, i, i, i, i, 21, 0.8, i, i, i
- O=C(CSc1ccc(-c2cccs2)nn1)NCCc1ccccc1
  i, i, i, i, i, i, -11, 0.0, i, i, i
- O=C(/C=C/Sc1ccc(C(F)(F)F)cn1)c1ccccc1
  i, i, i, i, i, i, 25, 0.9, i, i, i
- O=c1oc2ccccc2c(N2CCCC2)c1CN1CCCC1
  i, i, i, i, i, i, 31, ., i, i, i
- Cc1ccc(COCCN2CCN(S(=O)(=O)c3ccc(C)cc3)CCC2=O)cc1
  i, i, i, i, i, i, 10, 0.5, i, i, i
- COc1ccc(S(=O)(=O)N2CCC(Nc3ccccc3Cl)CC2)cc1
  i, i, i, i, i, i, 7, -0.4, i, i, i

(cont.)
Below each compound – MrgX1 antagonist, TRPC4 block, TRPC6 activator, TRPC4 agonist, PolyA inhibitor, TRPC4 PAM, AI-2 QS modul, HIF act, MrgX1 PAM, MrgX1 ag, TRPC6 inh
- Cc1cc(F)c(F)c(C(=O)N2CCOCC2)c1
  i, i, i, i, i, i, 9, 0.4, i, i, i
- Cc1[nH]c2ccccc2c1C(=O)C(=O)NCc1cccs1
  i, i, i, i, i, i, -4, -0.2, i, i, i
- c1cnc(SCCOc2ccc3c(c2)CCC3)nc1
  i, i, i, i, i, i, -26, 1.4, i, i, i
- COc1ccccc1NC(=O)N(Cc1ccco1)Cc1cc2cccc(C)c2[nH]c1=O
  i, i, i, i, i, i, 11, 0.3, i, i, i
- Cc1occc1C(=O)N/N=C/c1ccc(-c2cccc([N+](=O)[O-])c2)o1
  i, i, i, i, i, i, -6, 1.1, i, i, i
- O=C(CN1C(=O)NC2(CCCC2)C1=O)OCCOc1cccc(Cl)c1
  i, i, i, i, i, i, 37, 1.9, i, i, i
- Cc1ccccc1OCC(=O)N1CCN(C(=O)COc2ccccc2C)CC1
  i, i, i, i, i, i, 29, 0.2, i, i, i

An excerpt; count on the stated rates, not on these rows.
